# aSyn yeast rescue – qHTS of alpha-syn Inhibitors: NCGC Sytravon Library Screen; Potency, µM (highest dose often 46.1 µM), without a hit: at the highest dose growth rescue (activation), actives largely listed as activators; S. cerevisiae alpha-synuclein toxicity rescue, BacTiter-Glo growth, 24 h; 0.02% of 94,000 active; active means well fitted activation curve with a large enough effect; inconclusive means small, poorly fitted or top-dose-only effect; further: 0% is about no effect
#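 Growth restoration measured by BacTiter-Glo luminescence after 24 hr at 30 deg C; alpha-synuclein yeast, raffinose-pregrown to mid-log, were added at OD600=0.02 in galactose medium onto pinned compounds.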
# An asterisk follows results filed as active; ? = inconclusive; [ ] = dose if it differs, or a comment. Potency means the concentration at half of the fitted maximal effect.
SMILES,aSyn yeast rescue
CCOC(=O)C1CCN(C(=O)CN(c2ccc(Oc3ccccc3)cc2)S(C)(=O)=O)CC1,3%
Nc1cccnc1-n1nc(C(F)(F)F)cc1C(F)(F)F,1%
Cc1sc2c(c1C)c(=O)n(-c1ccc(Cl)cc1)c(=O)n2CC(=O)c1ccccc1,1%
O=C(CCC(=O)c1ccc(F)cc1)Nc1ccc(Cl)cc1,-3%
COc1ccc(S(=O)(=O)N2CCN(C(=O)N(C)C)C2C)cc1 (stereo not given),-5%
CC1CCN(S(=O)(=O)c2ccc3c(c2)N(CC(=O)NC(C)C)C(=O)CS3)CC1,-3%
Cc1noc(C)c1NC(=O)N(C)C[C@@H]1OCc2cnnn2CCCC(=O)N([C@@H](C)CO)C[C@H]1C,4%
CSc1ncccc1C(=O)OCC(=O)N(C)Cc1ccc(C)cc1,4%
CCOc1cc2c(cc1OCC)C(CC(=O)O)N(C(=O)Nc1ccccc1C(F)(F)F)CC2 (stereo not given),-6%
CCOC(=O)Cn1c(=O)n(C2CCCCC2)c2nc(-c3ccc(CC)cc3)nc(C(N)=O)c21,6%
O=C(N/N=C/c1cccnc1)c1cccc(NC(=O)c2ccc(Cl)cc2)c1,8%
CN1C(=O)/C(=C/c2ccccc2Cl)Sc2ccc(C(=O)NCc3cccnc3)cc21,4%

# Quoted from the listing:
# Entry of Cc1sc2c(c1C)c(=O)n(-c1ccc(Cl)cc1)c(=O)n2CC(=O)c1ccccc1 under aSyn yeast rescue: 1%
# Entry of CN1C(=O)/C(=C/c2ccccc2Cl)Sc2ccc(C(=O)NCc3cccnc3)cc21 under aSyn yeast rescue: 4%
# Entry of CC1CCN(S(=O)(=O)c2ccc3c(c2)N(CC(=O)NC(C)C)C(=O)CS3)CC1 under aSyn yeast rescue: -3%
# Entry of COc1ccc(S(=O)(=O)N2CCN(C(=O)N(C)C)C2C)cc1 (stereo not given) under aSyn yeast rescue: -5%

# Additional compounds follow:
SMILES,aSyn yeast rescue
CN(C)/C(=N\O)c1c(Cl)cccc1Cl,-11%
CCCCN(Cc1cc2ccccc2[nH]c1=O)C(=O)c1cccc(Cl)c1,3%
O=C(NCCNC(=O)c1ccc(-c2cccc(Cl)c2)o1)c1cnccn1,10%
CC(=O)Oc1ccc(/C=C(\NC(=O)c2ccco2)C(=O)Nc2ccc(C(C)=O)cc2)cc1,6%
CN(C)Cc1c(C(=O)N/N=C/CCc2ccccc2)nnn1-c1nonc1N,7%
COC(=O)C(NC(=O)CCc1c(C)nc2cc(-c3cccc(F)c3)nn2c1C)C(C)C (stereo not given),7%
COc1ccccc1N1CCN(/N=C/c2cccc(OC)c2OC)CC1,-12%
CCCc1cc(N2CCN(c3cc(Cl)ccc3C)CC2)n2cnnc2n1,-8%
CCc1ccc(C2=CC(c3cccc(Br)c3)n3nnnc3N2)cc1 (stereo not given),-6%
CCCn1c(=N)c(C(=O)NCC2CCCO2)cc2c(=O)n3cc(C)ccc3nc21 (stereo not given),-4%
COc1ccc(OC)c(CCNC(=O)Cc2ccc(NC3=NC4CS(=O)(=O)CC4S3)cc2)c1 (stereo not given),-1%
O=C1CN2CCC1C/C2=C\c1ccnc2c(Cl)cccc12 (stereo not given),7%

# Ordered by length of the SMILES (smallest number first): some entries from above.
SMILES,aSyn yeast rescue
CN(C)/C(=N\O)c1c(Cl)cccc1Cl,-11%
CCCc1cc(N2CCN(c3cc(Cl)ccc3C)CC2)n2cnnc2n1,-8%
CCCn1c(=N)c(C(=O)NCC2CCCO2)cc2c(=O)n3cc(C)ccc3nc21 (stereo not given),-4%
COc1ccc(OC)c(CCNC(=O)Cc2ccc(NC3=NC4CS(=O)(=O)CC4S3)cc2)c1 (stereo not given),-1%

# Reprinted at random: 2 compounds from above.
SMILES,aSyn yeast rescue
CC(=O)Oc1ccc(/C=C(\NC(=O)c2ccco2)C(=O)Nc2ccc(C(C)=O)cc2)cc1,6%
COc1ccccc1N1CCN(/N=C/c2cccc(OC)c2OC)CC1,-12%

# By substructure: the entries above containing a furan ring, fused or not (two)
SMILES,aSyn yeast rescue
O=C(NCCNC(=O)c1ccc(-c2cccc(Cl)c2)o1)c1cnccn1,10%
CC(=O)Oc1ccc(/C=C(\NC(=O)c2ccco2)C(=O)Nc2ccc(C(C)=O)cc2)cc1,6%

# (further entries)
SMILES,aSyn yeast rescue
CCOC(=O)c1ccccc1NC(=O)CCOc1ccccc1,8%
N#CCc1cnc2ccccc2n1,8%
Cc1cc(C)c(C#N)c(SCC(O)COc2ccc(Br)cc2)n1 (stereo not given),?
O=C(c1ccc(S(=O)(=O)Nc2ccccc2)cc1)N1CCC1,-44%[inhibitor]
O=C(COc1ccc(Cl)cc1Cl)N/N=C/c1ccc(OC2OC(CO)C(O)C(O)C2O)cc1 (stereo not given),-9%
COc1ccc(C(=O)Nc2cccc(C(=O)OCc3cc(=O)n4c5c(sc4n3)CCCC5)c2)cc1,3%
Cc1c(Cl)cccc1-n1ncc(C(=O)N2CCOCC2)c1C1CCN(C(=O)OC(C)(C)C)CC1,6%
CCOCCCNC(=O)Cn1cnc2sc(C)c(S(=O)(=O)N3CCN(c4ncccn4)CC3)c2c1=O,-13%
COc1ccc(S(=O)(=O)Nc2cc(-c3cn4ccccc4n3)ccc2C)cc1,-12%
COc1cc(C(=O)Nc2cccc(OCc3cc(=O)n4cc(C)sc4n3)c2)cc(OC)c1OC,-5%
COc1cc2c(cc1OC)C(C1(O)CCCCC1)NCC2 (stereo not given),2%
N#Cc1c(-c2ccccc2)cc(-c2ccccc2)nc1SCC(O)CS(=O)(=O)Cc1ccccc1 (stereo not given),2%
Cn1c(=O)c2c(nc(NNC(=O)C(F)(F)F)n2C)n(C)c1=O,-1%
COc1ccc(Cl)cc1NC(=O)c1nn(C)c2c1CS(=O)(=O)c1ccccc1-2,5%
CCOC(=O)c1ccccc1NC(=O)CN1C(=O)NC(C)(CCc2ccccc2)C1=O (stereo not given),0%
O=C(CCC(=O)N1CCSc2ccccc21)Nc1cccc(F)c1,12%
CCCn1c(NC(=O)c2ccc(F)cc2)nc2ccccc21,-2%
Cc1c2cnn(-c3ccccc3)c(=O)c2c(C)n1CC(=O)NCc1ccc(Cl)cc1,4%
CC(C)CC(=O)Nc1cccc(-c2cn3cccnc3n2)c1,-2%
O=C(Nc1nc2cc3c(cc2s1)OCO3)C1CC1,-8%
COc1ccccc1NC(=O)CSc1nnc(Cn2cnc3ccccc32)o1,1%
CCOC(=O)N1CCC(N(CCN(C)C)C(=S)Nc2cc(Cl)ccc2C)CC1,4%
CCc1cccc(C)c1NC(=O)COC(=O)Cn1c(C)csc1=O,-4%
CN(C)S(=O)(=O)c1cc(NC(=O)CSc2ncc(C(F)(F)F)cc2Cl)ccc1Cl,-9%
COc1ccccc1C(=O)N/C(=C\c1ccccc1)C(=O)NCc1ccco1,17%
CCOC(=O)c1c(C)sc(-c2c(-c3ccc(OC)c(F)c3)[nH]c3c2c(=O)[nH]c(=O)n3C)c1O,6%
Nc1ccc(S(=O)(=O)NC2(C(F)(F)F)NC(=O)N(c3cccc(Cl)c3)C2=O)cc1 (stereo not given),-6%
Cc1ccsc1C(=O)N(C)CC(=O)Nc1ccccc1Br,10%
CC1CCc2nc(NC(=O)COc3ccc(C(C)(C)C)cc3)sc2C1 (stereo not given),2%
Cc1ccc(CNS(=O)(=O)c2ccc(N3CCCCS3(=O)=O)cc2)cc1,-6%
CCc1ccccc1S(=O)(=O)Cc1ccc(C(=O)NCCc2ccc(Cl)cc2)o1,3%
COc1ccccc1C(=O)NCC1(N2CCN(C)CC2)CCCCC1,4%
O=c1c(=NNc2ccccc2Cl)c(=O)c2ccccc12,16%
CCc1ccc2ncc3c(-c4ccc(F)cc4)nn(CC(=O)NCc4ccccc4)c3c2c1,-1%
Cc1ccccc1OCCNCC(C)O (stereo not given),4%
Cc1coc2c(C)c3oc(=O)c(CCC(=O)N[C@H](C(=O)O)C(C)C)c(C)c3cc12,0%
C=CCNC(=O)/C=C/c1cccs1,13%
CCOC(=O)c1cnc2ccc(C)cc2c1NCCc1ccc(OC)c(OC)c1,-14%
O=C(CC(=O)Nc1ccccc1C(=O)O)NNC(=O)Cc1ccccc1,-3%
OCC1(CCOc2ccccc2)CCN(Cc2ccc3cccc(F)c3n2)CC1,-5%
COc1ccc(C)cc1NC(=O)CSc1nc2ccccc2nc1N1CCCC1,-14%
Cc1ccc(C)c(CN2C(=O)c3ccccc3S(=O)c3ccc(C(=O)NCCc4ccc(Cl)cc4)cc32)c1 (stereo not given),-7%
CC(C)CC(=O)NC1(C(F)(F)F)C(=O)Nc2c1c(=O)[nH]c(=O)n2-c1ccccc1 (stereo not given),-11%
CC(=O)Nc1ccc(C(=O)OCC(=O)NC2CCCCCC2)cc1,-16%
CSCCC(NC(=O)C1CCC(C)CC1)C(=O)Nc1ccc(NC(C)=O)cc1 (stereo not given),7%
Cc1ccc(-c2cc(C(=O)Nc3c(C(=O)c4ccc(C)c(F)c4)oc4ccccc34)no2)cc1,-6%
CC(CN1CCN(C)CC1)OC(=O)c1cccc(Cl)c1 (stereo not given),4%
COc1ccccc1/C=N/Nc1nc(C)cc(=O)[nH]1,-2%
Cc1cccc(OCC(=O)Nc2ccccc2OCc2cc(=O)n3cc(C)ccc3n2)c1,1%
CCCCNC(=O)c1ccc(-c2nc(CS(=O)(=O)c3ccc(C)cc3)c(C)o2)cc1,-2%
C/C(C/C(C)=C1/SC(=S)NC1=O)=C1\SC(=S)NC1=O,1%
CCOC(=O)c1c(C)n(-c2ccccc2)c2ccc(OC(=O)COc3ccccc3)cc12,-5%
C/C(=N\OCC(=O)OCC(=O)N(Cc1ccccc1)C(C)(C)C)c1ccc2c(c1)OCO2,-1%
CCOC(=O)c1c(NC(=O)C(C)OC(=O)c2ccc(NC(=O)CC#N)cc2)sc2c1CCCC2 (stereo not given),5%
CN(C)c1ccc(P(=O)(OCc2ccccc2)C(O)c2ccccc2F)cc1 (stereo not given),3%
Cn1c(SCc2ccc(F)cc2)nc2c([nH]c3ccccc32)c1=O,0%
O=C1CC(NC2CCN(C(=O)c3cccc(F)c3)CC2)C(=O)N1 (stereo not given),2%
Cc1cc(C)c2nc(NC(=O)c3ccc(S(=O)(=O)N4CCC(C)CC4)cc3)sc2c1,-1%
CC(C)N(Cc1ccccc1)C(=O)CCS(=O)(=O)c1cc2c(cc1Cl)NC(=O)CO2,-5%
CCOCCn1c(CN(Cc2ccccc2)Cc2ccccc2)nc2c1c(=O)n(C)c(=O)n2C,1%

# The results go on.
SMILES,aSyn yeast rescue
Cc1ccc(C)c(CSc2nnc([C@@H]3CCCN3)o2)c1,0%
Cn1cccc1-c1cc2n(n1)CCC(=O)N2CC(=O)Nc1ccc(F)cc1Cl,6%
O=C(Cc1ccccc1F)Nc1cccc(S(=O)(=O)N2CCCCC2)c1,-7%
CCOC(=O)c1sc2nc(C)n(CC(=O)Nc3cccc(Cl)c3)c(=O)c2c1C,-4%
Cc1ccc(C2c3[nH]c4ccccc4c3CCN2C(=O)Nc2ccc(C)c(C)c2)cc1 (stereo not given),21%
O=C(c1cccc(Cl)c1)N(Cc1ccco1)C1CCS(=O)(=O)C1 (stereo not given),-5%
CCN1C(=O)[C@H]2[C@@H](c3ccc(OC)cc3)N[C@]3(CCCN(Cc4ccc(C)cc4)C3=O)[C@H]2C1=O,-9%
Cc1cccc(NC(=O)Cn2nnc(-c3nc(-c4ccncc4)no3)c2N)c1,3%
CCCNc1nc(NCc2ccccc2OC)c2cnn(C)c2n1,2%
Cc1ccc(N2CCN(C(=O)c3c(C)oc4ncn(C)c(=O)c34)CC2)c(C)c1,1%
Cc1ccc2c(c1)cc1c(=O)n(Cc3cccc(Cl)c3)nc(C)n12,19%
COc1ccc(C(C)(C)C)cc1NC(=O)c1ccc[n+]([O-])c1,1%
CCCN(C(=O)c1cn(-c2ccccc2)nc1-c1ccc(OC)cc1)C1CCS(=O)(=O)C1 (stereo not given),-3%
CC1CCN(c2nc3c(-c4cccc(Br)c4)nnn3c3ccccc23)CC1,-5%
COc1ccccc1C(=O)NCCC(=O)NCCOc1ccc(C)cc1,4%
O=C1CSC(=Nc2cccc(Cl)c2Cl)N1Cc1cccnc1,10%
COc1ccc(Cl)cc1C(=O)NCCS(=O)(=O)N1CCN(c2ccccc2OC)CC1,20%
COc1ccc(S(=O)(=O)NCC2(N3CCOCC3)CCCCC2)cc1OC,-6%
CCOc1ccccc1NC(=O)CSC1=Nc2ccccc2C2=NC(CC(=O)NC3CCCCC3)C(=O)N12 (stereo not given),2%
CCC(NS(=O)(=O)c1ccc2c(c1)NC(=O)C(C)C(=O)N2)c1cccs1 (stereo not given),-13%
CCC(NC(=O)c1ccc(C#CC2(O)CCCCC2)cc1)C(=O)O (stereo not given),-4%
CC1=C(C(=O)N(C)C)CC(CC(=O)NCCCN(C)C)C(=O)N1Cc1ccccc1 (stereo not given),-7%
CCOc1ccc2nc(SCCNS(=O)(=O)c3ccccc3)sc2c1,-9%
Cc1ccccc1S(=O)(=O)c1cc2ccccc2nc1N,17%
O=C(COc1ccccc1F)Nc1ccc(OCc2cc(=O)n3ccccc3n2)cc1,-13%
COc1cc(Cl)c(C)cc1NC(=O)Cn1ncc2c([nH]c3ccccc32)c1=O,-3%
Cn1nc(C(=O)NCc2ccccc2)c2c1-c1ccccc1SC2,13%
S=C(NCCN1CCCCC1)Nc1ccc(Br)cc1,12%
CN1CCN(c2nc3c(c(=O)[nH]c(=O)n3C)n2CCSc2nc3ccccc3s2)CC1,5%
Cc1ccc(Cl)cc1N1CCN(Cc2nnc(-c3ccc4c(c3)OCO4)o2)CC1,19%

# Screening results (PubChem BioAssay)

# These rows are one share of the data (hit frequency here may not be typical).
